GLA spleen mod: qHTS Assay for Inhibitors and Activators of Human alpha-Galactosidase From Spleen Homogenate | Alpha-galactosidase A (Homo sapiens), P06280 | human spleen homogenate, 4MU-alpha-Gal fluorescence, 40 min | Potency, µM (doses to about 80 µM), inactives show top-dose activity change, negative = inhibition, most hits filed as inhibitors | 0.008% of 240,000 active;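 further: 0% = enzyme with vehicle and -100% = no enzyme basal signal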
Target sequence (P06280 32-429 limits assumed): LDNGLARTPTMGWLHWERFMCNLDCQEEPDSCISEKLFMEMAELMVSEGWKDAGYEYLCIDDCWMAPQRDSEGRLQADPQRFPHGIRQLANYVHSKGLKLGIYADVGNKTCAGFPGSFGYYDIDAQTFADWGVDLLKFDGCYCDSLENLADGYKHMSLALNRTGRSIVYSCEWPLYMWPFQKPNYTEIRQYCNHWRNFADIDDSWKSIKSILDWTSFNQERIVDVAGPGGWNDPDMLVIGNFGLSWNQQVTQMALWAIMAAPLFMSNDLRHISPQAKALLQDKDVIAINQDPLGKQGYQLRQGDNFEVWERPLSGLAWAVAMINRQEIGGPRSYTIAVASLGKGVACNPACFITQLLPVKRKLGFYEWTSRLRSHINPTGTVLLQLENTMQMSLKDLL
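qHTS titration in buffer at pH 5.0. Alpha-galactosidase activity in spleen homogenate was measured via 4-methylumbelliferone release from 1 mM fluorogenic substrate after 40 min at 37C and a pH 10 stop. AC50 came from Hill fits of control-normalized data.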
Tau ThT inhib: qHTS for Inhibitors of Tau Fibril Formation, Thioflavin T Binding; recombinant tau K18 P301L, heparin-induced fibrillization, ThT fluorescence; Potency, µM (series often up to 57.4 µM), without a hit: at the highest dose activity, negative = inhibition, usual class: inhibitors; 2.1% of 270,000 active; further: on the % scale 0 is the no-effect control and ±100 the full control effect; nearly all actives have a fitted effect of over 55% in size
Target sequence (P10636 561-689 P618L limits assumed): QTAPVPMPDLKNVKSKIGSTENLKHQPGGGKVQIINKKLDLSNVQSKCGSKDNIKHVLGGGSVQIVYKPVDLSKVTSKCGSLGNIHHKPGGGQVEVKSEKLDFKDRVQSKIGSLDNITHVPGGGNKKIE
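Fibril formation assay: tau K18 P301L at 15 uM with trace Alexa 594 label, heparin inducer 20 uM, pH 7 sodium acetate buffer, 37 C for 6 hr; endpoint ThT signal.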
HTT ATP protect: qHTS Multiplex Assay to Identify Dual Action Probes in a Cell Model of Huntington: Cytoprotection (ATP) | PC12 HTT-Q103 induced, cytoprotection, ATP luminescence, 40 h | Potency, µM (top dose mostly 56.4 µM), for the others: cytoprotection (ATP increase), usual class: activators | 0.14% of 230,000 active | AID 1471, 2008;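 further: % of control where 0% means no effect; nearly all actives have a fitted effect of over 45% in size; toxic huntingtin expression switched on by the ecdysone agonist tebufenozide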
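Compounds were screened for protection of PC12 cells against cell death after tebufenozide induction (100 nM final) of mutant Huntingtin exon 1 (Q103) fused to GFP.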
Tau fluor counter: Counterscreen qHTS for Inhibitors of Tau Fibril Formation, Fluorescence Polarization; tau K18 P301L Alexa594 fluorescence, heparin fibrillization; Potency, µM (doses to about 57.7 µM), for the others: top-dose activity change, negative = decrease; 0.93% of 280,000 active; AID 1463, 2008; further: on the % scale 0 is the no-effect control and ±100 the full control effect; nearly all actives have a fitted effect of over 55% in size
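Human tau K18 P301L (15 uM unlabeled, 0.24 uM Alexa 594-labeled) in 100 mM sodium acetate pH 7 with 20 uM heparin, 6 hr at 37 C. ThT 30 uM added, 1 hr ambient; Alexa 594 FP and total fluorescence read at 555/632 nm.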
aGlu spleen mod: qHTS Assay for Inhibitors and Activators of Human alpha-Glucosidase From Spleen Homogenate; human spleen homogenate, 4-MU-alpha-glucoside fluorescence; Potency, µM (top dose mostly 79.9 µM), for the others: top-dose activity change, negative = inhibition, hits mostly inhibitors; 0.006% of 240,000 active; AID 2112, 2009;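 further: 0% = enzyme with vehicle and -100% = no enzyme basal signal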
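Human spleen homogenate (1 ug) incubated with compounds and 1 mM 4-methylumbelliferyl-alpha-D-glucopyranoside in pH 5.0 citrate/phosphate buffer, 37 C, 40 min. Stopped at pH 10; 4-MU fluorescence (Ex 365/Em 440 nm); AC50 by Hill fit.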
GAA inh: qHTS Assay for Inhibitors of Human alpha-Glucosidase as a Potential Chaperone Treatment of Pompe Disease. Lysosomal alpha-glucosidase (Homo sapiens), P10253. purified human GAA, 4-MU-alpha-glucoside fluorescence. Potency, µM (highest dose often 76.9 µM), for inactives: at the highest dose activity change, negative = inhibition, most hits filed as inhibitors. 0.005% of 200,000 active. AID 1466, 2008;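 further: plate controls were uninhibited enzyme wells for no effect and no-enzyme background for full effect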
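Endpoint fluorogenic read: 20 min room-temperature reaction of 4 nM human alpha-glucosidase with 400 uM 4-methylumbelliferyl-alpha-D-pyranoside, pH 5.0, quenched with 1M NaOH/1M glycine pH 10. AC50 from Hill modeling.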
Tau fibril FP: qHTS for Inhibitors of Tau Fibril Formation, Fluorescence Polarization | Microtubule-associated protein tau (Homo sapiens), P10636 | K18 P301L tau heparin fibrillization, Alexa594 FP, 6 h | Potency, µM (top dose mostly 57.7 µM), for inactives: top-dose activity, negative = inhibition, hits mostly inhibitors | 0.39% of 280,000 active | AID 1468, 2008; further: on the % scale 0 is the no-effect control and ±100 the full control effect; nearly all actives have a fitted effect of over 55% in size
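Quantitative HTS format: compounds meet 15 uM recombinant K18 P301L tau and Alexa 594-tau tracer in 100 mM sodium acetate pH 7; 20 uM heparin triggers fibrillization at 37 C over 6 hr; FP gives the signal.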
GAA glycogen: qHTS Assay for Inhibitors and Activators of Human alpha-Glucosidase Cleavage of Glycogen | Lysosomal alpha-glucosidase (Homo sapiens), P10253 | recombinant GAA, glycogen substrate, Amplex Red glucose oxidase fluorescence | Potency, µM (highest dose often 76.4 µM), without a hit: at the top dose activity change, negative = inhibition, actives largely listed as inhibitors | 0.38% of 300,000 active | AID 2100, 2009;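 further: 0% = full enzyme reaction and -100% = no-enzyme basal signal; the screen sought inhibitors and activators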
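Recombinant human alpha-glucosidase (4 nM final) hydrolysed bovine liver glycogen (30 ug) for 40 min at 37 C in pH 5.0 citrate/phosphate with 0.01% Tween-20. Released glucose detected by glucose oxidase/Amplex Red, Ex 573/Em 610 nm. Compounds up to 77 uM; AC50 from Hill fits.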
The depositor's hits bear a star; u = inconclusive; x = not tested or not shown; & = joins results of further samples; [ ] = dose if it differs, or a comment. The call rests on the fitted dose curve; in most records, active means well fitted curve in the direction sought with a large enough effect; inconclusive means small, poorly fitted or top-dose-only effect, or another doubt; inactive means no such curve, though single readings can be large; an effect the other way counts as inactive or inconclusive. Potency means the concentration at half of the fitted maximal effect.

mol | GLA spleen mod | Tau ThT inhib | HTT ATP protect | Tau fluor counter | aGlu spleen mod | GAA inh | Tau fibril FP | GAA glycogen
Cc1ccc(N(C(=O)c2cccc(C)c2)S(=O)(=O)c2ccc(Cl)cc2)cc1 | x | -18% | x | -19% | x | x | 5% | 7%[76.3 µM]
Cc1ccc(OCc2nc(-c3ccc(Cl)cc3)n[nH]2)cc1 | 4% | -24% | -15%[10 µM] | -23% | -14% | 2% | -14% | -16%
COc1ccc(Cn2nnnc2C(C(C)C)N2CCN(c3ccccc3OC)CC2)cc1 (stereo unspecified) | -2% | u | -4%[10 µM] | -25% | -6% | -3% | 3% | -6%
O=C(CCS(=O)(=O)c1ccc(Br)cc1)N1CCN(Cc2ccccc2)CC1 | -5% | -2% | 5% | -5% | -2% | -3% | 4% | 6%
Cc1ccccc1-c1nnc(SCc2ccccc2F)o1 | -8% | -12% | -17% | -14% | -14% | -3% | u | -9%
Cc1cc(C(=O)N2CCCC(C(=O)c3cccc4ccccc34)C2)nc(C)n1 (stereo unspecified) | 8% | 5% | 15%[10 µM] | 9% | 2% | x | 1% | 0%
CCCCn1c(=NC(=O)c2cc3ccccc3o2)c(C(=O)OCC)cc2c(=O)n3ccccc3nc21 | x | -12% | x | -17% | x | x | -4% | -1%[76.3 µM]
CC(C)OP(=O)(OC(C)C)C(Nc1ccccn1)c1ccc(F)cc1 (stereo unspecified) | 1% | -2% | 17%[10 µM] | -5% | 2% | -5% | 3% | -11%
CCN(C(=O)c1cn(C)c(=O)c2cc(OC)c(OC)cc12)c1ccccc1C | -5% | 3% | -3%[10 µM] | 1% | -6% | 0% | 0% | -4%
CC(=O)OCC1OC(C#Cc2ccc(F)cc2F)C=CC1OC(C)=O (stereo unspecified) | -4%[17.5 µM] | u | -24%[10 µM] | -13%[11.6 µM] | -8%[17.4 µM] | x | u | x
CCOC(=O)c1oc2c(c1C)-c1nn(Cc3cccc(Cl)c3)cc1CC2 | x | -8% | x | -17% | x | x | -2% | -12%[76.3 µM]
COc1cc(NC(=O)c2ccco2)ccc1NC(=O)C(C)C | -5% | -12% | -10% | -5% | -3% | 1% | 5% | 6%
CC(C)Oc1ccc(C(=O)Nc2ccc([N+](=O)[O-])cc2)cc1 | 0% | u | x | -14% | 7% | 3% | 4% | 6%
COc1ccc2oc(-c3ccccc3)c(OC)c(=O)c2c1 | -1% | u | 9%[1.9 µM] | -11% | -3% | x | -10% | x
CCOC(=O)/C=C1\SCC(=O)N1CC(=O)Nc1ccc2c(c1)CCC2 | -10% | -2% | -10%[10 µM] | -17% | -4% | -2% | 2% | -1%

Compound profiles, from the list above.
Cc1cc(C(=O)N2CCCC(C(=O)c3cccc4ccccc34)C2)nc(C)n1 (stereo unspecified) reads GLA spleen mod = 8%; Tau ThT inhib = 5%; HTT ATP protect = 15%[10 µM]; Tau fluor counter = 9%; aGlu spleen mod = 2%; GAA inh = x; Tau fibril FP = 1%; GAA glycogen = 0%
Cc1ccc(N(C(=O)c2cccc(C)c2)S(=O)(=O)c2ccc(Cl)cc2)cc1 reads GLA spleen mod = x; Tau ThT inhib = -18%; HTT ATP protect = x; Tau fluor counter = -19%; aGlu spleen mod = x; GAA inh = x; Tau fibril FP = 5%; GAA glycogen = 7%[76.3 µM]

Next section:
mol | GLA spleen mod | Tau ThT inhib | HTT ATP protect | Tau fluor counter | aGlu spleen mod | GAA inh | Tau fibril FP | GAA glycogen
Cc1cccc(-c2nc3c(cnn3-c3ccccc3)c(=O)n2-c2ccc(Br)cc2)c1 | x | -10% | x | -16% | x | x | -1% | -8%[76.3 µM]
Cc1cccc(NC2=C/C(=N/S(=O)(=O)c3cccs3)c3ccccc3C2=O)c1 | -1% | 15% | x | -4% | -13% | -4% | 4% | -19%
Cc1ccc(-c2n[nH]c(=O)c3ccccc23)cc1S(=O)(=O)Nc1ccc(F)cc1 | 4% | -8% | 5%[10 µM] | -19% | 0% | x | u | -4%
CCCCn1nc(CC(=O)O)c2ccccc2c1=O | 5% | 1% | -4% | 11% | 3% | 2% | 8% | -14%
Cc1nn(C)c(C)c1C(=O)NN | 0% | -12% | -15% | -5% | -2% | 2% | 1% | -21%
COc1ccc(CN(Cc2ccccn2)S(=O)(=O)c2ccc(-n3cnnn3)c(OC)c2)cc1 | -3% | -7% | 0% | -16% | -4% | u | -3% | 0%
COc1ccc(OC)c(Nc2nc(-c3sc(NC(=O)c4ccccc4)nc3C)cs2)c1 | -11% | u | -24% | u | 9% | u | 3% | -4%
Cc1cc(=O)n(-c2ccccc2)n1C | 3% | -8% | 9% | -6% | 6% | x | 2% | x
Cc1cccc(NC(=O)CSc2nc(C)c(CC(=O)c3ccc(Br)cc3)c(C)c2C#N)c1C | 14% | -7% | 4% | -17% | 3% | -7% | -3% | -3%
COC(=O)c1ccc2c(c1)c(I)c(-c1ccc(OC)cc1)n2C | -2% | u | -87%[inhibitor] | u | 0% | x | -1%[81.3 µM] | x
CCC(C(=O)NC1CCCC1)N(Cc1cccs1)C(=O)Cn1nnc(-c2ccc(OC)c(OC)c2)n1 (stereo unspecified) | -13% | -12% | 5%[1.9 µM] | -20% | -13% | -7% | -1% | -5%
CCOc1ccc(N(CC)S(=O)(=O)N2CCCC(C(=O)NCc3ccc(SC)cc3)C2)cc1 (stereo unspecified) | x | -13% | x | -16% | x | x | 15% | 11%[76.3 µM]
CS(=O)(=O)N(Cc1ccccc1)c1ccc(C(=O)Nc2ccc(Cl)cc2)cc1 | x | 6% | x | -10% | x | x | u | -4%[76.3 µM]
Cc1ccc(N2CC(C(=O)N/N=C/c3sccc3C)CC2=O)cc1 (stereo unspecified) | 0% | -8% | -4%[10 µM] | -16% | -1% | 5% | -7% | 1%
OCCOCCOc1ccc(-c2nn[nH]n2)cc1 | -2% | 1% | 6%[10 µM] | 2% | 2% | -4% | 2% | 6%
COCCCNC(=O)CSc1ccc(Cl)cc1 | 1% | 4% | -19%[1.9 µM] | 2% | 3% | -2% | 4% | 3%
COc1cccc(COc2cc3ccccc3nc2C)c1 | 11% | u | -29% | -13% | 1% | 11% | 2% | 1%
COc1ccc(-c2nc3cc(C)ccn3c2NC(=O)c2ccc(C)c(C)c2)cc1 | x | -17% | x | -23% | x | x | 5% | u
CC[N+](CC)(CCO)CCCN1C(=O)C2CC=C(Cl)CC2C1=O (stereo unspecified) | 1% | 5% | -24% | 0% | -2% | 0% | -4% | 3%
COC(=O)c1ccc(C23CC4(C2)[C@H](CN(CC2CCCCC2)[C@@H]4c2ccccc2)C3c2ccc(C(F)(F)F)cc2)cc1 (stereo partly specified) | -5%&0% | -10%&-15% | -37% | -6%&-17% | -5%&-4% | x | -9%&-4% | -2%
Cc1c(C)[n+](=O)c(-c2ccc(Br)cc2)c(C)n1[O-] | 6% | x | -8%[10 µM] | 6% | 5% | x | 8% | -2%
Cc1ccc(C(=O)Nc2cc3c(cc2Cl)OCCCO3)cc1 | 3% | -23% | -20% | -3% | -5% | 5% | 7% | 8%
Cc1cc(C)c2c(=O)[nH]c(SCC(=O)NCCc3ccccc3)nc2n1 | 1% | 3% | -7%[10 µM] | 7% | 2% | 5% | 3% | 1%
Cc1ccc(C(C)C)c(OCC(=O)N2CCOCC2)c1 | -4% | 2% | -4% | 1% | -3% | 5% | 9% | -8%
CCN(CC)S(=O)(=O)c1cccc(NC(=O)C2SC(=Nc3ccc(C)cc3C)C(C(=O)NC(C)COC)=C2N)c1 (stereo unspecified) | 5% | -14% | -42%[inhibitor] | 25µM*[quencher] | -6% | -7% | 0% | u
CC(=O)Oc1ccc(N(C(C)=O)S(=O)(=O)c2cccs2)c2ccccc12 | -8% | u | -79%[inhibitor] | u | -5% | 0% | -12% | -2%
Cc1cccc(C)c1NC(=O)N1CCC(n2cnc3ccccc32)CC1 | -4% | -8% | -3% | -2% | -2% | u | -1% | -3%
Nc1nc(COc2ccc(F)cc2Cl)nc(N2CCCCC2)n1 | -4% | -8% | -26% | -11% | -1% | 0% | 14% | -10%
CCOc1cc(/C=N/NC(=O)C(=O)Nc2cc(Cl)ccc2C)ccc1O | 1% | -3% | x | -18% | -2% | -17% | u | -14%
COCCNC(C(=O)Nc1ccc([N+](=O)[O-])cc1Br)c1ccccc1 (stereo unspecified) | -6% | -7% | -14%[10 µM] | -11% | -7% | -4% | u | 5%
CC(C)=C1SC(N2CCN(c3cccc(C(F)(F)F)c3)CC2)=NC1=O | -1% | u | -6% | 1% | -5% | 13% | 2% | 9%
Cc1ccc(C)c(Nc2nnc(-c3ccc(C)c(S(=O)(=O)NCC4CCCO4)c3)c3ccccc23)c1 (stereo unspecified) | x | -9% | x | -8% | x | x | 0% | 5%[76.3 µM]
Cc1csc(CCc2nc(C)cs2)n1 | -5% | -7% | 5% | -4% | -9% | -5%[15.4 µM] | 4% | 3%
O=C(NCCc1ccccc1F)[C@@H]1CSC2c3ccccc3C(=O)N21 (stereo partly specified) | -9% | u | -7% | -9% | -6% | 2% | -6% | -8%
O=C(NCc1ccccn1)C1CCN(Cc2cnn(-c3ccccc3)c2-n2cccc2)CC1 | 7% | -8% | 6% | -3% | 3% | -3% | 1% | -20%
c1ccc(N2CCN(Cc3nc4ccccc4[nH]3)CC2)nc1 | 14% | -5% | 1% | -5% | 2% | x | 2% | -1%

Source: PubChem
